# hIAP activ = increases human intestinal alkaline phosphatase activity. purified human IAP, CDP-Star luminescence, 30 min; stronger effect = higher value; 1 = vehicle-only enzyme, 0 = enzyme-free background. activation factor at 10 µM. 330,000 tested, 0.16% active;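 active means activation factor of the enzyme at least 2-fold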; further: the source names both 10 and 20 µM as test concentration; values of inactives mirror those of a sister screen read the other way
# Target sequence (P09923 whole entry, looked up): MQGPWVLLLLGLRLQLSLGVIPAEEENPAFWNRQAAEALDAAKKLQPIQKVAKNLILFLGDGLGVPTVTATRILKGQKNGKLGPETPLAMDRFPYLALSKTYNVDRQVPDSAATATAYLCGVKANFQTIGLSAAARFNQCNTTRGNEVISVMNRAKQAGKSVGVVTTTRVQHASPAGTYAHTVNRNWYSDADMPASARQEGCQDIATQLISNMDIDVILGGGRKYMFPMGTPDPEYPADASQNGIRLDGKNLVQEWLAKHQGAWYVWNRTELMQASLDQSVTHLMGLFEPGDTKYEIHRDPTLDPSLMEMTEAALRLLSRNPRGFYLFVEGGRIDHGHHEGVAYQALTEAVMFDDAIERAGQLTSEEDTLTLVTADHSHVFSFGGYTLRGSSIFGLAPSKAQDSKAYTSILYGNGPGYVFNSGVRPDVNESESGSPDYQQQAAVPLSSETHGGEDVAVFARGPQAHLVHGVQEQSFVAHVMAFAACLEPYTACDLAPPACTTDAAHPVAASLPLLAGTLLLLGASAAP
# PfGluPho inh = PfG6PD (Plasmodium falciparum) enzyme inhibition; 350,000 tested, 0.78% active; PfGluPho enzyme, NADPH resazurin-diaphorase fluorescence; AID 504690; inhibition, % at 20 µM;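 active means inhibition reaching at least a set limit at 20 µM in the primary screen, cut at about 59% in these data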;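 further: 0% = DMSO wells with substrate and 100% = DMSO wells lacking glucose-6-phosphate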
# hIAP inh = blocks human intestinal alkaline phosphatase. purified IAP, CDP-Star luminescence, 30 min. inhibition, % at 10 µM. 330,000 tested, 0.12% active;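 active means inhibition reaching a set limit with compound at 10 µM in the primary screen, cut at about 35% in these data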;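 further: plate controls were DMSO wells with enzyme for no effect and no-enzyme buffer wells for full effect; values of inactives mirror those of a sister screen read the other way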
# APOBEC3A inh = inhibitors of human APOBEC3A DNA deaminase; P31941; inhibition, % at 20 µM; recombinant A3A, FAM/TAMRA ssDNA deamination fluorescence; 330,000 tested, 0.41% active;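 active means at least 40% inhibition at 20 µM here, with at most 30% in a related deaminase screen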;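 further: plate controls were A3A with DMSO for no effect and wells lacking A3A enzyme for full effect; some results filed as inactive read as strong as hits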
# ATG4B inhibitor = inhibitors of human ATG4B cysteine protease. inhibition, % at 8.33 µM. Q9Y4P1. 340,000 tested, 0.51% active. AID 504462. ATG4B cleavage of LC3-PLA2, NBD-HPC fluorescence, 1 h; in the data active means inhibition above about 40%
# Target sequence (Q9Y4P1 whole entry, looked up): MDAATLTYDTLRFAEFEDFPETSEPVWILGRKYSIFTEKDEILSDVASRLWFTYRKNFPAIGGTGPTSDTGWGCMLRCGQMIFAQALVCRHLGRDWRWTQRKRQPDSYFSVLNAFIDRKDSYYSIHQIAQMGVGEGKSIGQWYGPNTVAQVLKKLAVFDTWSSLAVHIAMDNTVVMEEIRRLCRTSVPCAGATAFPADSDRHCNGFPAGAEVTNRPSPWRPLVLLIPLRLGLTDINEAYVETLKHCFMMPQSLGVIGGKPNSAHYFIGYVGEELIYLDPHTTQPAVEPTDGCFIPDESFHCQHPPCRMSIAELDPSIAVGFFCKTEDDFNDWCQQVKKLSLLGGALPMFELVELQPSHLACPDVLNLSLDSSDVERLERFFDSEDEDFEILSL
# mIAP activ = mouse IAP activation; muIAP, CDP-Star luminescence, 30 min; stronger effect = higher value; 1 = vehicle-only enzyme signal, 0 = enzyme-free wells; activation factor at 10 µM; 330,000 tested, 0.24% active;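 active means activation factor of at least 2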; further: the source names both 10 and 20 µM as test concentration; values of inactives mirror those of a sister screen read the other way
#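 System: Mouse IAP enzyme | Also added: CDP-Star substrate | Dosing: Compounds dispensed in DMSO | Schedule: 30 min enzyme-substrate-compound incubation at room temperature | Technique: Chemiluminescence readout | Control set: DMSO-only wells and no-enzyme negative control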
# mIAP inh = mouse IAP inhibition | inhibition, % at 10 µM | 330,000 tested, 0.2% active | AID 2806 | purified mouse IAP, CDP-Star luminescence, 30 min;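 active means inhibition of at least 40% at 10 µM in the primary screen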;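 further: plate controls were DMSO with enzyme for no effect and no enzyme wells for full effect; values of inactives mirror those of a sister screen read the other way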
# HKDC1 inhibitor = blocks human hexokinase HKDC1 activity; Q2TB90; recombinant HKDC1, G6PDH/diaphorase resazurin coupled fluorescence; inhibition, % at 20 µM; 340,000 tested, 0.16% active; AID 493160;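 active means inhibition above about 35% when tested at 20 µM, limit read from the data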;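 further: plate controls were DMSO wells with enzyme for no effect and DMSO wells lacking enzyme for full effect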
#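 Incubation: 90 min at room temperature in dark / Material: recombinant HKDC1 (HK5) hexokinase enzyme, produced in-house / Quantity: enzyme 5 µg/mL final / Compound: one dose of 20 µM, 1% DMSO / Reagent: glucose and ATP substrates / Buffer or medium: Tris pH 8.0 buffer with MgCl2, Tween-20, BSA, BME / Technique: resorufin fluorescence at 613 nm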
# The depositor's hits bear a star; · = not tested or not shown.
compound,hIAP activ,PfGluPho inh,hIAP inh,APOBEC3A inh,ATG4B inhibitor,mIAP activ,mIAP inh,HKDC1 inhibitor
CCCCOc1ccc(CON(C(C)=O)C(C)=O)cc1Cl,1.1,14,-14,-4,6,1.1,-6,-4
O=S(=O)(c1ccc(-n2cnnn2)cc1)N1CCC(N2CCCCC2)CC1,1.1,-17,-8,-1,2,0.99,0,-8
O=C(CN1CCN(S(=O)(=O)c2ccc(Br)cc2)CC1)N/N=C/c1cccnc1,0.99,-26,1,-2,-1,0.97,3,1
Cc1cc(C)cc(-n2c(SCC(=O)NCc3ccc4c(c3)OCO4)nc3ccccc3c2=O)c1,0.95,5,5,0,30,1.1,-14,-8
CCC(C)(C)c1nnc(NC(=O)C2CCN(C(=O)c3ccco3)CC2)s1,0.95,79*,5,3,-12,0.9,10,-26
CCOC(=O)[C@@H]1[C@H]2COc3ccccc3[C@@H]2N2C(=O)N(c3cccc(C)c3)C(=O)[C@@]12C,0.98,4,2,0,-11,1,-1,-7
Cc1cc(C)c(NC(=O)C(=O)NCc2ccco2)c(C)c1,1.1,0,-7,3,-4,0.89,11,-2
O=[N+]([O-])c1ccc(Sc2nnnn2-c2ccccc2)nc1,1.2,0,-18,1,5,0.92,8,11
CCC(C(=O)Nc1ccc(S(=O)(=O)N2CCN(C)CC2)cc1)c1ccccc1 (stereo not given),1.2,-3,-18,0,0,1,0,-7
CCOCCCNC(=O)c1ccc(Br)cc1,1.2,-9,-18,-1,-4,1,0,0
CCC(=O)c1ccc2ncccc2c1,1,9,0,1,-4,1.1,-8,-14
O=S(=O)(c1ccc(NCC2CCCCC2)nc1)N1CCOCC1,1.1,-20,-12,2,-10,1,-1,0
COc1ccc(NC(=O)CSc2nccn2Cc2ccccc2)c(OC)c1,1.2,-11,-17,3,0,1,0,3
COc1ccccc1NC(=O)Nc1nc(CC(=O)NCc2ccccn2)cs1,1,-10,-2,0,4,0.97,3,-7
Cn1c(=O)c2c(nc(Oc3ccc4c(c3)OCO4)n2Cc2ccc(Cl)cc2)n(C)c1=O,0.94,3,6,1,-11,1,-2,-4

# Next compounds:
compound,hIAP activ,PfGluPho inh,hIAP inh,APOBEC3A inh,ATG4B inhibitor,mIAP activ,mIAP inh,HKDC1 inhibitor
CCC(=O)NCC(c1ccco1)N1CCN(c2ccc(OC)cc2)CC1 (stereo not given),0.92,2,8,-1,4,0.91,9,-5
Cc1cccnc1NC(=O)c1cccc(S(=O)(=O)NCc2ccccc2)c1,1.1,-10,-12,-1,4,0.96,4,-7
COc1cc(/C=C(\NC(C)=O)C(=O)NC(C)(C)C)ccc1OC(C)=O,1,-6,-3,-5,-4,1,-1,-5
Cc1cccc(NC(=O)C2CCCN2S(=O)(=O)c2ccc(Cl)cc2)n1 (stereo not given),0.97,4,2,1,-4,0.98,2,-1
Cc1cc(C)c(C(CC(=O)c2cccs2)C(C#N)C#N)c(C)c1 (stereo not given),0.98,19,2,-1,-5,0.79,21,16
c1ccc2c(c1)Cn1c-2nc2ccccc21,0.88,17,12,0,1,0.98,2,0
NC(=O)NC(CC(=O)NCCc1ccccn1)c1ccccc1Cl (stereo not given),1,-22,-3,-2,0,1,-1,2
CCn1c(SCC(=O)N2CCN(c3ccccc3)CC2)nnc1-c1ccoc1C,1,4,0,2,-8,0.99,1,-4
CCOC(=O)N1CCC(NC(=O)C2CCCN(S(=O)(=O)c3ccc4c(c3)oc(=O)n4C)C2)CC1 (stereo not given),0.89,-5,11,3,-8,0.94,6,8
COc1ccc(C(C)(C)C)cc1NC(=O)COC(=O)C(C)C,1.1,8,-10,4,0,0.96,4,5
Cc1ccc(CNC(=O)CSc2nc3[nH]ncc3c(=O)[nH]2)cc1,0.99,-13,1,1,11,0.95,5,13
COc1ccccc1S(=O)(=O)Cc1ccc(C(=O)NCc2ccc(C)cc2)o1,1.1,1,-15,-1,-2,0.97,3,2
CC(OC(=O)Cn1cc(C(F)(F)F)ccc1=O)C(=O)NC(C)c1ccc(Cl)cc1Cl (stereo not given),1,-2,0,5,-7,0.91,9,2
N#CCC(CNc1ncc(C(F)(F)F)cc1Cl)OC(=O)c1c(F)cccc1F (stereo not given),1.3,25,-26,4,-2,0.88,12,-2
CCCC(=O)NC1C2CC3CC(C2)CC1C3 (stereo not given),0.81,1,18,-2,-11,0.97,3,8

# Next entries:
compound,hIAP activ,PfGluPho inh,hIAP inh,APOBEC3A inh,ATG4B inhibitor,mIAP activ,mIAP inh,HKDC1 inhibitor
COc1ccc(-c2nc3cnccn3c2NCc2ccccc2)cc1SC1CCCCC1,0.92,30,8,-5,1,1,-2,4
CC(=O)NC(c1cc(F)c2cccnc2c1O)C1CC1 (stereo not given),1.3,6,-31,-3,-8,0.97,3,4
O=c1cc(CO)oc(CN2CCN(c3ccccc3F)CC2)c1O,0.79,-19,21,-4,-1,1,-4,1
CC(=O)c1cccc(NC(=O)Nc2cccs2)c1,1,19,-2,-2,4,0.91,9,2
COc1ccc(C(=O)Nc2cccc(S(C)(=O)=O)c2)cc1OC,0.73,9,27,-2,-10,0.96,4,-3
COc1ccc(Nc2ccnc3ccccc23)cc1,1.1,12,-15,-6,-2,1,-4,-3
COC(=O)c1cccc(S(=O)(=O)N2CCC(NC(=O)NC34CC5CC(CC(C5)C3)C4)CC2)c1,0.85,22,15,-2,-8,1.3,-30,0
COC(=O)c1ccc(C2C(C(=O)Nc3ccc(C)cc3C)=C(C)Nc3ncnn32)cc1 (stereo not given),1,-4,-3,0,-7,0.9,10,-4
CCOC(=O)N1CCC(NC(=O)c2ccc(CS(=O)c3cccc(Cl)c3)o2)CC1 (stereo not given),0.97,6,3,-1,-8,0.95,5,1
CC(=O)c1ccc(NC(=O)COC(=O)c2c3c(nc4ccccc24)/C(=C\c2cccs2)CCC3)cc1,0.93,0,8,12,-9,0.76,24,-4
O=C(c1c(F)cccc1F)N(Cc1cccs1)C1CCCC1,1,-11,-3,-3,2,0.9,10,-4
CCOC(=O)N1CCC(NC(=O)CCc2cn(C)c3ccccc23)CC1,0.92,2,8,-2,0,1,-2,14
O=c1c(-c2nnc(SCc3ccc(Cl)cc3)o2)cccn1Cc1ccccc1,1.1,15,-11,1,-7,0.92,8,2
Cc1ccc(C(=O)NC(=S)Nc2ccc(S(=O)(=O)N3CCN(C)CC3)cc2)cc1,1.1,2,-9,-7,-3,0.86,14,-1
Cc1c(C(=O)N2CCCCC2)c(S(=O)(=O)NCCc2ccccc2)c(C)n1C,0.98,2,2,-5,0,0.95,5,-2

# Next compounds
compound,hIAP activ,PfGluPho inh,hIAP inh,APOBEC3A inh,ATG4B inhibitor,mIAP activ,mIAP inh,HKDC1 inhibitor
O=C(Cc1cccs1)N[C@@H]1c2ccccc2CC[C@@H]1OCc1ccccc1,·,-4,·,5,-1,0.93,7,-5
O=C(Nc1ccc2c(c1)OC1(CCCC1)O2)C1CC1,0.91,2,9,-3,-14,1.1,-6,-3
CCn1c(=O)c2ccccc2n(CC(=O)NC2CCCCC2)c1=O,1.1,-9,-9,-1,1,0.99,1,-2
CSc1cccc(NC(=O)Cc2ccccc2[N+](=O)[O-])c1,1.1,15,-14,-1,-1,0.89,12,6
O=C(CCN1C(=O)C2C3CCC(C3)C2C1=O)OCC(=O)c1ccccc1 (stereo not given),0.9,1,10,-4,-8,1,-4,5
CN1CCN(C(=O)c2cc3ccccc3cc2O)CC1,1,7,-4,-6,-3,1.1,-13,-10
Fc1ccc2c(c1)C1OCCCC1C(c1ccccc1)N2 (stereo not given),1,-9,-1,-8,6,0.95,5,-4
CCN(CC(=O)NC1CCCC1)S(=O)(=O)c1ccc(C)cc1,1,-23,-1,3,1,0.94,6,-2
COc1ccc([N+](=O)[O-])cc1NC(=O)C(C)OC(=O)c1ccccn1 (stereo not given),0.93,-16,7,-1,2,0.99,1,-11
O=C(Nc1ccc2oc(-c3ccccc3F)nc2c1)c1ccc([N+](=O)[O-])o1,0.96,1,4,78,6,0.87,13,21
COc1cccc(NC(=O)CN(C)C(=O)c2cc(C)on2)c1,1.1,14,-7,-3,-4,0.95,5,-2
CC(C)(C)[C@]1(O)CCN2C[C@H]3c4ccccc4CCc4cccc(c43)[C@@H]2C1,1,27,0,-1,-14,1.1,-12,6
O=C(O)C1Cc2ccccc2CN1C(=O)COc1ccc(Br)cc1 (stereo not given),1.1,-26,-12,25,4,0.93,7,-4
Cc1ccccc1-c1ocnc1C(=O)Nc1ccccc1NC(=O)c1ccccn1,1.2,7,-17,-3,-6,1.1,-8,-7
COC(=O)c1ccc(CN2C(=O)NC(CC(C)C)C2=O)cc1 (stereo not given),1,-6,-3,0,7,0.93,7,-10

# Following part
compound,hIAP activ,PfGluPho inh,hIAP inh,APOBEC3A inh,ATG4B inhibitor,mIAP activ,mIAP inh,HKDC1 inhibitor
CCN1CCN(c2cc(C)c3cc(NC(=S)NCCCOC)ccc3n2)CC1,0.99,-7,1,-7,-3,0.99,0,3
C/C(=N\NC(=O)CN(c1ccccc1Br)S(C)(=O)=O)c1ccc2c(c1)OCCO2,0.98,-8,2,-2,-13,1.1,-8,2
CC(C)c1cc(NC(=O)CSc2nnc(-c3ccccc3F)n2C)on1,0.99,-16,1,-1,-2,0.99,1,9
COc1ccc(N(C)S(=O)(=O)c2c(C)noc2C)c(OC)c1,0.84,-2,16,-3,3,1,-2,-4
O=C(C[C@H]1C/C=C\C[C@@H](NC(=O)OCC2c3ccccc3-c3ccccc32)C(=O)O[C@@H](c2ccccc2)CNC1=O)N[C@H](CO)Cc1ccccc1,1.2,12,-18,-4,2,1,-5,-1

# Ordered by SMILES length (smallest number first): 12 of the compounds above.
compound,hIAP activ,PfGluPho inh,hIAP inh,APOBEC3A inh,ATG4B inhibitor,mIAP activ,mIAP inh,HKDC1 inhibitor
CN1CCN(C(=O)c2cc3ccccc3cc2O)CC1,1,7,-4,-6,-3,1.1,-13,-10
Fc1ccc2c(c1)C1OCCCC1C(c1ccccc1)N2 (stereo not given),1,-9,-1,-8,6,0.95,5,-4
COc1cccc(NC(=O)CN(C)C(=O)c2cc(C)on2)c1,1.1,14,-7,-3,-4,0.95,5,-2
CCN(CC(=O)NC1CCCC1)S(=O)(=O)c1ccc(C)cc1,1,-23,-1,3,1,0.94,6,-2
COc1ccc(N(C)S(=O)(=O)c2c(C)noc2C)c(OC)c1,0.84,-2,16,-3,3,1,-2,-4
CCN1CCN(c2cc(C)c3cc(NC(=S)NCCCOC)ccc3n2)CC1,0.99,-7,1,-7,-3,0.99,0,3
Cc1ccccc1-c1ocnc1C(=O)Nc1ccccc1NC(=O)c1ccccn1,1.2,7,-17,-3,-6,1.1,-8,-7
COc1ccc([N+](=O)[O-])cc1NC(=O)C(C)OC(=O)c1ccccn1 (stereo not given),0.93,-16,7,-1,2,0.99,1,-11
O=C(Nc1ccc2oc(-c3ccccc3F)nc2c1)c1ccc([N+](=O)[O-])o1,0.96,1,4,78,6,0.87,13,21
C/C(=N\NC(=O)CN(c1ccccc1Br)S(C)(=O)=O)c1ccc2c(c1)OCCO2,0.98,-8,2,-2,-13,1.1,-8,2
CC(C)(C)[C@]1(O)CCN2C[C@H]3c4ccccc4CCc4cccc(c43)[C@@H]2C1,1,27,0,-1,-14,1.1,-12,6
O=C(C[C@H]1C/C=C\C[C@@H](NC(=O)OCC2c3ccccc3-c3ccccc32)C(=O)O[C@@H](c2ccccc2)CNC1=O)N[C@H](CO)Cc1ccccc1,1.2,12,-18,-4,2,1,-5,-1
